HMGR II inh: E. faecalis class II HMG-CoA reductase inhibition | inhibition, % at 10 µM | purified E. faecalis HMGR, NADPH absorbance 340 nm kinetic | AID 1066 | 190,000 tested, 0.41% active;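 active = inhibition above a set limit, the median over all tested compounds plus 3 SD, cut at about 9.5% in these data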;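 note: enzyme runs in reverse so mevalonate oxidation gives rising NADPH absorbance; 0% = complete reaction with DMSO and 100% = background rate lacking mevalonate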
Hsp70 activator: Hsp70 transcriptional activation, primary screen; HeLa Hsp70 promoter luciferase reporter, luminescence; scaled: vehicle 0, proteasome-inhibitor control 100%; 200,000 tested, 0.04% active; activation, % at 10 µM;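 active = activation above the mean across all tested compounds plus 3 SD, cutoff set per campaign, cut at about 5.5% in these data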;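 note: 100% = MG132 at 30 µM as the positive control and 0% = DMSO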
RAM network inh: yeast RAM network inhibition | S. cerevisiae dse1pr::URA3 reporter, 5-FOA growth OD615, 2 d; analog-sensitive cbk1-as2 kinase mutant strain | 190,000 tested, 1.8% active | inhibition, % at 50 µM;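 active = inhibition above a set limit, 3 SD over mean compound inhibition, cut at about 8.4% in these data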;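 note: 0% = DMSO-only wells with no growth and 100% = 10 µM 1-NA-PP1 full growth; inhibition rescues growth on 5-FOA so higher OD means more RAM inhibition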
PMI act hi M6P: activators of human phosphomannose isomerase at near-saturating mannose 6-phosphate | coupled PMI enzyme assay, resazurin fluorescence, 20 min; hits give high values; 1 = untreated enzyme, 0 = substrate-free blank | activation factor at 20 µM | 190,000 tested, 0.34% active | AID 1216;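 active = activation factor of 2 or more at 20 µM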
Target sequence (P34949 whole entry, looked up): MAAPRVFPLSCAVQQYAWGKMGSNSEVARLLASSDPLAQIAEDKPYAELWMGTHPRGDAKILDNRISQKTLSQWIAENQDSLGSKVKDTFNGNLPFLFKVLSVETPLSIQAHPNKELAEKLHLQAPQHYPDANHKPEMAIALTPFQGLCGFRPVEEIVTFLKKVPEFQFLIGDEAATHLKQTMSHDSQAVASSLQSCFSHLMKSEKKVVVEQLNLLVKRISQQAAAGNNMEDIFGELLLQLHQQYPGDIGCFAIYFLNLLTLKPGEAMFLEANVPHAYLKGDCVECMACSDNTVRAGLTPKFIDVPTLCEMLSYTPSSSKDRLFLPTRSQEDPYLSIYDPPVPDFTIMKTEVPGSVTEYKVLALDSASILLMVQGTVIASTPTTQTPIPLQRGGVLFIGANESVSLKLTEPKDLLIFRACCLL
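test system = human PMI in coupled enzyme assay | medium = HEPES-buffered pH 7.4 with magnesium and detergent | also added = 1.0 mM mannose-6-phosphate substrate with 0.22 mM NADP+ | compound = 20 µM single dose | times = 20 min incubation at room temperature | measured by = resorufin fluorescence (Ex 544/Em 590 nm) from resazurin via diaphorase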
PMI act: increases human mannose-6-phosphate isomerase activity; P34949; purified human PMI, coupled resazurin fluorescence, 20 min; hits give high values; 1 = vehicle control, 0 substrate-free wells; activation factor at 20 µM; 190,000 tested, 0.005% active; AID 1214;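 active = activation factor of 2 or more at 20 µM, relative to plate controls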
Redox H2O2 prof: compounds producing H2O2 with reducing agent – biochemical, NIH compound library profiling, artefact control for MLSCN library redox annotation, primary screen. DTT-dependent redox cycling H2O2, phenol red/HRP absorbance; 100% = 100 µM peroxide control, 0% = buffer. activation, % at 10 µM. 200,000 tested, 0.03% active. AID 878;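 active = activation of at least 50% relative to the plate's high and low controls in the primary single-dose screen; inactive = activation below 50%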;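 note: compound incubated with DTT at 0.8 mM final as the reducing agent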
L major viab: reduces viability of Leishmania major promastigotes | resazurin fluorescence viability | inhibition, % at 10 µM | 200,000 tested, 9% active; in the data active = inhibition above about 50%;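 note: promastigotes grown with compound for 44 hours at 28 °C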
TNAP inh hi DEA: TNAP (human) inhibition, high acceptor. AID 1135. purified TNAP, CDP-star luminescence, 1 M DEA. P05186. 200,000 tested, 0.03% active. inhibition, % at 20 µM;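 active = over 50% inhibition of tissue-nonspecific alkaline phosphatase at 20 µM in the single-dose screen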;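 note: plate controls were DMSO wells for no effect and EDTA-quenched wells as full inhibition for full effect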
TNAP inh noacc: TNAP (human) inhibition, acceptor-free conditions; purified TNAP, CDP-star luminescence, 30 min; 200,000 tested, 0.26% active; AID 1012; inhibition, % at 20 µM;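 active = tissue-nonspecific alkaline phosphatase inhibition above about 50% at 20 µM in the single-dose screen, limit read from the data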;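 note: 0% = DMSO negative control and 100% = EDTA positive control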
S1P3 antagonist: antagonists of human S1P3 receptor | Q99500 | CHO S1P3 NFAT-BLA reporter, FRET fluorescence, antagonist mode | inhibition, % at 4.98 µM | 170,000 tested, 0.27% active | AID 485;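 active = inhibition above the plate cutoff, the mean inhibition of test wells on that plate plus 3 SD, cut at about 28% in these data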;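 note: cells challenged with S1P at its EC80 of 0.8 µM; blue over green emission ratio from cleaved BLA substrate after 4 h stimulation; 0% = S1P-stimulated wells and 100% = unstimulated DMSO-only wells; some compounds past the cut are filed as inactive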
Target sequence (Q99500 whole entry, looked up): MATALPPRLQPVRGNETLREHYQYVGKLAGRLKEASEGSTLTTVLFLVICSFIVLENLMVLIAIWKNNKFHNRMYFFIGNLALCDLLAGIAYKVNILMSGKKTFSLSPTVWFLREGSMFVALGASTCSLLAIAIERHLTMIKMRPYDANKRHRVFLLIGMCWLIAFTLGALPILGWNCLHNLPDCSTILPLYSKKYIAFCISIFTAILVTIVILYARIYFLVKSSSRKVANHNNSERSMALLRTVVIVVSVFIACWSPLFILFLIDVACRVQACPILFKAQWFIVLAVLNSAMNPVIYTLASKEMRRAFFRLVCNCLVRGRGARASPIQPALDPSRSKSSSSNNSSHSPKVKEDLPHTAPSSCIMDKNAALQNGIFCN
An asterisk follows results filed as active; . = not tested or not shown.

SMILES,HMGR II inh,Hsp70 activator,RAM network inh,PMI act hi M6P,PMI act,Redox H2O2 prof,L major viab,TNAP inh hi DEA,TNAP inh noacc,S1P3 antagonist
Cc1ccc(S(=O)(=O)NC(=O)Nc2cc(C)on2)cc1,-1,0.1,-0.6,1,1,-0.5,-2,0,-2,-6
CCOc1ccccc1OCCCC(=O)OCC(=O)Nc1cccc(Cl)c1,-1,-0.4,-0.5,0.9,0.8,0.3,-5,-1,-19,-5
CC(C)(C)c1cc(CSC(=S)NC2CCS(=O)(=O)C2)c(Br)c(C(C)(C)C)c1 (stereo unspecified),-4,-0.1,4.2,0.8,0.8,7.4,95*,3,6,-31
CCCC1=Nc2cc(C(=O)NCCCOC(C)C)ccc2Sc2ccccc21,2,0.0,6.6,0.9,0.9,-0.9,12,-4,-10,.
Nc1cc(-c2cccc(Br)c2)nn1Cc1ccccc1,-8,-0.4,0.5,0.9,0.9,-0.5,3,0,-5,-14
COc1ccc(CCNC(=O)c2nnn(-c3ccc4c(c3)OCCO4)c2N)cc1OC,1,-0.2,7.1,0.8,0.8,-3.4,1,-2,-5,5
CN(C)c1nc(Oc2ccc(/C=N/O)cc2)nc(N(C)C)n1,5,-0.5,0.9,1,1,-0.1,2,1,-6,-18
O=C(NCCc1ccccc1)c1ccncc1,-6,0.1,0.7,1.1,1.1,-0.2,2,-5,6,8
O=S(=O)(NC1CCCC1)c1ccc(Br)s1,-1,-0.3,2.1,1,0.9,2.6,-4,-2,-10,17
O=C(CSc1ncn[nH]1)N1N=C(c2ccc(Cl)cc2)CC1c1ccco1 (stereo unspecified),-7,-0.1,-0.7,1.1,1.1,-1.2,5,4,-5,-12
CCc1nc(NCCN2CCOCC2)c(C#N)c2c1CCCC2,-4,-0.2,2.1,1,1,0.5,11,-5,-3,.
O=C(NCc1ccncc1)c1cccc(Cn2cc(Br)cn2)c1,2,-0.6,2.1,1.2,1.1,-0.7,9,2,-8,-19
Cc1ccc2[nH]c(=O)c(CN(CCCN3CCOCC3)C(=O)Nc3cccc(Cl)c3)cc2c1,5,-0.6,-0.1,1,0.9,0.1,39,3,-16,-42
O=C(COC(=O)C1CC1)Nc1ncc(C(F)(F)F)cc1Cl,-1,-0.3,-0.3,1,1.2,-0.4,-12,-2,-13,-20
O=C(CN1C(=O)c2cccc3cccc(c23)C1=O)N1CCOCC1,-2,-0.1,1.1,1,0.8,-0.2,2,-2,-10,-7
Cc1ccccc1CN1CCSc2sccc2C1=O,5,0.1,1.1,1,1,-1.0,-3,-6,-14,-19
O=C(NC1CCCCCC1)C1c2ccccc2C(=O)N1C1CC1 (stereo unspecified),-1,-0.2,1.5,1,1,2.8,-6,-6,-12,-8
CSc1cccc(CNC(=O)CC2C(=O)NCCN2CC(C)(C)C)c1 (stereo unspecified),-7,-0.1,1.0,0.7,0.9,-1.3,7,-2,-3,-11
O=C(CSc1nnc(NC(=O)C2CCCCC2)s1)NCc1ccco1,1,0.3,1.4,1.1,1,-0.9,-6,-4,-10,11
O=C(Cn1ncc2c(=O)oc3ccccc3c21)N(Cc1ccco1)C1CCCCC1,-5,-0.3,4.2,0.9,0.9,-0.1,2,-5,-10,1
COc1ccccc1NC(=O)N(Cc1cccs1)Cc1cc2cc3c(cc2[nH]c1=O)OCO3,-7,-0.1,4.7,1,0.9,-0.1,7,1,-8,-6
COc1cccc(NC(=S)N(CCN2CCCCC2)Cc2ccco2)c1,2,-0.3,2.6,0.9,0.9,0.4,15,-2,-4,-5
Cc1ccc(S(=O)(=O)N2CCN(C(=O)N(c3ccccc3)c3ccccc3)CC2)cc1,-11,-0.3,2.5,0.9,0.9,0.2,0,-3,-8,.
Cc1ccc(S(=O)(=O)NC(=O)c2ccc(Br)o2)c(C)c1,1,-0.2,2.6,1,1.1,0.1,-4,-3,-7,-5
C=CC[C@H]1CC(Cc2ccccc2)=C[C@H](CC=C)N1,5,-0.3,0.8,1.1,1.2,-0.1,49,0,-3,-11
CCn1c(SCC(=O)Nc2ccccc2N2CCOCC2)nnc1-c1ccccc1O,-2,0.4,6.3,0.9,0.9,0.6,10,-1,-8,20
CN(C)CC#CCCCCCCC#CCN(C)C,0,-0.2,-0.9,1.1,1.1,0.5,2,-2,-12,.
COc1ccccc1OCC(=O)N(Cc1nc(-c2ccc(Cl)cc2)no1)C(C)C,-4,-0.2,2.0,1,1,-0.7,4,-8,-13,0
O=C(/C=C/c1cccc([N+](=O)[O-])c1)N1CCN(c2ccc(F)cc2)CC1,-8,-0.2,4.7,1,1.1,0.1,-5,-4,-7,10
CCCCCCSc1nsc(NC(=O)CCC)n1,-4,0.3,2.8,0.9,0.9,-0.3,2,0,-1,-14
CC(C(=O)NCc1ccco1)n1cc(C(=O)c2ccco2)c2ccccc21 (stereo unspecified),-3,-0.2,1.4,0.9,1,-0.2,46,-3,2,.
N#Cc1cccc(NC(=O)COC(=O)c2ccccc2Sc2ccccc2C#N)c1,-8,-0.5,2.4,1,0.8,1.1,-2,2,-9,-11
C/C(=C1\SC(N2CCOCC2)=NC1=O)c1ccc(C)cc1,-1,-0.3,5.8,1,1,-0.3,-15,-2,-9,8
CCOc1cc(N2CCOCC2)c(OCC)cc1NC(=O)CN1CCC(Cc2ccccc2)CC1,0,-0.3,1.7,0.7,0.7,-0.1,20,-7,-8,4
N#Cc1cnn(-c2nc3sc4c(c3c(=O)[nH]2)CCCC4)c1N,3,-0.1,0.8,1.1,1,-3.2,94*,-3,-139,.
Cc1ccc(C)c(CN2C(=O)COc3ccc(C(=O)c4ccccc4C(=O)O)cc32)c1,-7,-0.1,3.9,0.9,0.9,-1.6,100*,-3,4,-10
CC1=C(C(=O)OC(C)C)C(c2ccccn2)n2ncnc2N1 (stereo unspecified),-8,-0.2,1.3,0.9,0.9,0.0,-5,-3,-13,-17
Cc1cc(=O)n(C)c(=O)n1CCCCCCOc1cccc([N+](=O)[O-])c1,1,-0.3,2.6,1,0.9,-0.5,23,-3,-24,10
Cc1ccc(-n2ncc3ccccc3c2=O)cc1Cl,-1,0.2,1.4,1,1.1,0.0,-2,-5,-10,-4
CCSc1nnc(NC(=O)CCNS(=O)(=O)c2cc(Br)cnc2N)s1,3,-0.2,1.9,1,0.9,0.7,-3,-1,10,-8
Cc1nn(-c2ccc(F)cc2)c(Cl)c1/C=N/NC(=O)c1cccs1,-7,0.0,2.2,1,1,0.3,-5,0,-11,3
CCCNC(=O)CN(c1cccc(F)c1)S(C)(=O)=O,-5,-0.1,1.4,1,1,-0.5,-4,0,-6,-7
CC(C)NC(=O)Cn1c(=O)c2c(ncn2Cc2ccccc2)n(Cc2ccccc2)c1=O,-8,-0.2,3.0,1,1,0.2,-16,1,-7,.
Cc1c(N2C(=O)c3ccc(Br)cc3C2=O)c(=O)n(-c2ccccc2)n1C,-8,-0.2,1.6,1,1.1,0.2,-5,-5,9,.
O=C(Nc1nncs1)c1ccc(N2C(=O)C3C4C=CC(C4)C3C2=O)cc1 (stereo unspecified),2,-0.5,1.7,0.9,0.9,0.0,-5,-7,-6,-6
CN1C(=O)c2cccc(NCCCN3C(=O)c4ccccc4C3=O)c2C1=O,-2,0.2,0.7,0.9,0.8,1.5,-3,-1,-8,-14
CCN(CC(=O)N1CCOCC1)S(=O)(=O)c1ccc(C)cc1,-1,-0.4,1.6,1,0.9,0.2,-1,-5,-14,2
Cc1cc(=O)oc(C)c1C(=O)Nc1c(C)n(C)n(-c2ccccc2)c1=O,.,-0.5,2.2,1,1,-8.0,-4,-4,-9,.
COC(=O)c1cccc(NC(=O)Cn2nnc3ccccc32)c1,7,-0.2,2.6,1,1,0.1,3,-7,0,-15
COc1cccc2cc(-c3nnc(-c4ccccc4)o3)c(=O)oc12,1,0.2,6.9,.,.,-0.4,-4,5,10,-23

Further entries
SMILES,HMGR II inh,Hsp70 activator,RAM network inh,PMI act hi M6P,PMI act,Redox H2O2 prof,L major viab,TNAP inh hi DEA,TNAP inh noacc,S1P3 antagonist
CCOC(=O)C1(Cc2ccccc2C(F)(F)F)CCN(C(C)CSC)CC1 (stereo unspecified),-6,-0.3,2.0,1.1,1,-0.9,76*,-4,-5,11
COCCn1nnnc1C(c1cc2cc(OC)ccc2[nH]c1=O)N1CCC(Cc2ccccc2)CC1 (stereo unspecified),0,-0.2,2.1,1,0.9,2.4,50*,-6,-9,-26
CCOc1ccc(C(=O)N/N=C(/C)C2C(=O)c3ccccc3C2=O)cc1,-1,0.8,3.5,1.1,1.2,0.1,-13,7,8,13
Cc1cc(NS(=O)(=O)c2ccc(Nc3nc(-c4ccc(C)c(C)c4)cs3)cc2)no1,-1,-0.4,5.5,1,1,-0.5,1,-3,-13,-10
CCOc1ccc(-c2nnc(SCC(=O)Nc3ccc4c(c3)c3ccccc3n4CC)n2N)cc1,3,0.0,0.2,0.9,1,-3.9,-1,2,-4,.
COc1ccc(NC(=O)CCCCn2c(=O)[nH]c3ccccc3c2=O)cc1,-8,-0.3,3.5,0.9,1,2.3,35,2,-2,-8
CCOC(=O)c1ccc(NC(=S)N2CCN(S(C)(=O)=O)CC2)cc1,-2,-0.5,1.7,1,1.1,0.1,-2,-4,-2,.
COc1cccc(/C=N/NC(=O)c2c(C)nc3ccc(Br)cn23)c1O,0,-0.5,0.1,1.3,1.1,-0.7,100*,4,-103,12
COc1ccc(N2CCN(/C(=N\S(=O)(=O)c3ccc(C)cc3)Nc3nc(C)cc(C)n3)CC2)cc1,-2,0.1,1.3,1,1,-0.6,-4,-8,-6,.
CCOC(=O)NC(=O)/C(N=Nc1ccc(C(F)(F)F)cc1)=C(\C)O,0,-0.3,3.2,1.1,1.1,-1.1,-2,0,-77,-36
O=C1c2oc3ccc(Br)cc3c(=O)c2C(c2cccnc2)N1Cc1ccco1 (stereo unspecified),.,.,.,1,1.1,.,.,-8,-1,95*
Cn1c(CCCNC(=O)c2cccs2)nc2ccccc21,-5,-0.5,0.0,1,1,2.7,-1,1,-13,1
CC(=O)Nc1ccc(S(=O)(=O)N2CCC(N(C)CCC(C)C)CC2)cc1,1,0.1,1.0,1.1,1.1,1.8,-8,1,3,-19
Cc1cc2nc(CCN(Cc3cccnc3)C(=S)Nc3ccc(F)cc3)[nH]c2cc1C,1,0.4,1.3,0.9,0.8,-3.7,7,-5,3,.
CN1CCN(c2ccc(C(=O)c3ccccc3)cc2[N+](=O)[O-])CC1,-8,-0.1,1.0,1.1,1.1,-0.7,81*,2,-4,14
O=C(CSc1nc2nc3c(cc2c(=O)n1-c1ccccc1)CCCC3)Nc1ccccc1,-7,0.1,5.0,1.1,0.8,0.1,17,-7,-9,-1

Screening data (PubChem BioAssay)

No enrichment for hits. About 12% of those tested had a hit in this group.
